# PGE2 EP2 inh: inhibitors of human EP2 prostaglandin E2 receptor | P43116 | C6 glioma cells expressing human EP2, cAMP TR-FRET; cells stimulated with saturating PGE2 | inhibition, % at 25 µM | 260,000 compounds, 0.52% hits;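 active = percent inhibition above 40 after rounding to a whole number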;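 also: rat C6 glioma host cells with rolipram phosphodiesterase inhibitor present; the protocol text gives 20 µM as final concentration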
# Hck-Nef inh: human Hck-Nef kinase inhibition. Recombinant Hck-YEEI plus Nef, Z-Lyte FRET kinase assay. inhibition, % at 20 µM. 220,000 compounds, 0.68% hits;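 active = Hck-Nef kinase inhibition above about 50%, limit read from the data; inactive = inhibition below that limit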;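 also: 0% = DMSO with Hck plus Nef and 100% = Hck alone without Nef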
# Target sequence (P08631 whole entry, looked up): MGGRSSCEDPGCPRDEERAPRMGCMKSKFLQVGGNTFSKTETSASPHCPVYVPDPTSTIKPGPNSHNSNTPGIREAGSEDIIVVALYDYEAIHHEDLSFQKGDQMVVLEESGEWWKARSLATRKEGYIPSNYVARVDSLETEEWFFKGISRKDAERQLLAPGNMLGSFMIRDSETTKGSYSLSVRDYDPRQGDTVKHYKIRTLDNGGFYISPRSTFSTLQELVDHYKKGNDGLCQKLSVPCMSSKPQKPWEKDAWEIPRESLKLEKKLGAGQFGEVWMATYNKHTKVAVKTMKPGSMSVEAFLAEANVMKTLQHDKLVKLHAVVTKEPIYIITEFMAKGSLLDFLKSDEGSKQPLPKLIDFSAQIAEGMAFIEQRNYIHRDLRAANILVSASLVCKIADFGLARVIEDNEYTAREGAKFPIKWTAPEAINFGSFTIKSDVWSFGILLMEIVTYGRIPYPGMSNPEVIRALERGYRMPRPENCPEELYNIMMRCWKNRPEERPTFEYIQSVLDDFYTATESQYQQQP
# eIF4E-4G inh: inhibitors of eIF4E and eIF4G interaction in translation initiation. P63073+Q04637. AID 782. 220,000 compounds, 0.37% hits. TR-FRET eIF4E-eIF4GI(517-606) binding, 2 h. inhibition, % at 21.7 µM;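 active = inhibition above about 30%, limit read from the data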;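 also: 0% = full FRET control wells and 100% = background wells lacking eIF4GI fragment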
# Rad51 HR inh: Rad51 (human) homologous recombination inhibition. Q06609. hRad51 DNA strand exchange, fluorescence dequenching. inhibition, % at 10 µM. 200,000 compounds, 0.085% hits;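 active = inhibition above 40% at the single screening dose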;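 also: 0% = DMSO control wells and 100% = blanks with heterologous ssDNA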
# Target sequence (Q06609 whole entry, looked up): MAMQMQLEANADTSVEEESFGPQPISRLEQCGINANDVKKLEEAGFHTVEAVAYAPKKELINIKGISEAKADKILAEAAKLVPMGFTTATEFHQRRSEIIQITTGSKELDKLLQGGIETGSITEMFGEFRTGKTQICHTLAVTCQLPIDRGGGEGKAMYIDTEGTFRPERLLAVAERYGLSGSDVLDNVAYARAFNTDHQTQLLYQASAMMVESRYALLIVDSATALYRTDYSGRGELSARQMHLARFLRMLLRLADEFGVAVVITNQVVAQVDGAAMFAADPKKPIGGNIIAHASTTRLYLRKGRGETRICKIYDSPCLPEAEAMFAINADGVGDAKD
#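 System: hRad51 filaments on single-stranded DNA; reagent: Fluorescein- and BHQ1-tagged 47-mer duplex; compound dosing: one concentration, 10 µM final; timing: filaments 15 min 37 °C, then compound 30 min; measured by: fluorescein emission 520 nm, excitation 485 nm; benchmarks: per-plate controls and blanks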
# Tb hexokinase: T. brucei hexokinase 1 inhibition; recombinant TbHK1, G6PDH-coupled NADH A340; inhibition, % at 10 µM; 220,000 compounds, 0.11% hits; AID 1430;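 active = inhibition of 50% or more in the single-dose primary screen; inactive = inhibition below 50%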
# EP2 mod: modulates human prostaglandin E2 receptor EP2 signaling; P43116; EP2-expressing cells, cAMP HTRF FRET, PGE2 co-stimulation; induction, % at 25 µM; 260,000 compounds, 0.83% hits; AID 940;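 active = compounds whose cAMP rise, as percent of the full-agonist control response, exceeds 60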;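 also: rat C6 glioma line stably carrying human EP2 under a CMV promoter; the protocol text gives 20 µM as final concentration; 100% = response of wells given 1 µM PGE2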
# m-calpain inh: inhibitors of pig calpain II | purified calpain II, fluorogenic peptide substrate, 30 min | inhibition, % at 16 µM | 220,000 compounds, 0.37% hits;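 active = inhibition above about 50%, limit read from the data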
# zVAD death inh: blocks zVAD induced death of L929 cells; L929 zVAD necroptosis rescue, ATP luminescence, 24 h; with zVAD 60 µM; 220,000 compounds, 0.38% hits; viability rescue, % at 10 µM; AID 1377;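 active = activation, scaled between plate controls, above about 75%, limit read from the data; inactive = activation under that limit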;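 also: 0% = zVAD with DMSO and 100% = DMSO alone without zVAD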
# 14-3-3 Bad PPI: disrupts binding of bovine 14-3-3 zeta to phospho-Bad peptide. P63103. TR-FRET 14-3-3zeta/Dy647-pBad peptide displacement, 1 h. inhibition, % at 21.7 µM. 220,000 compounds, 0.71% hits. AID 781;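 active = inhibition above about 70%, limit read from the data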;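 also: 0% = full 14-3-3 plus peptide FRET controls and 100% = background without 14-3-3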
# * hit, by the source's call; nt = not tested or not shown; & = joins results of further samples; [ ] = another dose, or the depositor's remark. These rows are one share of the data (hit frequency here may not be typical).
SMILES,Rad51 HR inh,zVAD death inh,Tb hexokinase,14-3-3 Bad PPI,m-calpain inh,eIF4E-4G inh,Hck-Nef inh,PGE2 EP2 inh,EP2 mod
O=C(COC(=O)c1ccco1)Nc1ccc2c(c1)OCO2,0.3,0.0,-1.8,-3.5,-19.3,-2.4,-3.5,9.5&8.5,7.0&-10.1
COc1ccc(C(c2nnnn2Cc2ccccc2)N2CCN(C(=O)c3ccco3)CC2)cc1 (stereo not drawn),4.0,-0.1,1.5,nt,6.6,nt,2.0,13.1,3.7
c1ccc(OCc2nn3c(Cn4cnc5ccccc54)nnc3s2)cc1,-11.2,0.0,-3.8,-4.9,-41.0,-3.0,-0.3,8.3,-13.6
CCOC(=O)C1=C(c2ccccc2)NC(=O)NC1c1ccc(O)c(OCC)c1 (stereo not drawn),-4.8,1.1,3.7,-7.9,8.2,-0.3,23.1,5.3,34.3
COc1cc(/C=C(\NC(C)=O)C(=O)NC(C)(C)CC(C)(C)C)ccc1OC(C)=O,-11.8,1.5,-4.7,1.5[fluorescence artefact?],-18.5,-1.3,0.5,0.6,3.2
O=C(CN1C(=O)NC2(CCCCC2)C1=O)N1CCN(S(=O)(=O)c2ccccc2)CC1,-9.5,0.7,2.7,-0.4,-12.1,1.2,2.3,7.7,17.1
CCC1(C)Cc2c(sc3nnn(CC(=O)Nc4ccc(C)cc4)c(=O)c23)CO1 (stereo not drawn),-9.7,0.3,-7.3,-0.9,7.7,-2.1,-0.8,9.3,11.1
CCCCOc1cccc(C(=O)N(Cc2cccs2)C2CCS(=O)(=O)C2)c1 (stereo not drawn),10.2,0.0,-11.3,3.0,16.1,4.4,-0.5,20.3,-2.7
CCCN1C(=O)C(Cc2nc3ccccc3c(=O)n2-c2ccccc2)c2cc(C)ccc21 (stereo not drawn),3.1,-0.4,-9.8,-6.2[fluorescence artefact?],-8.9,5.9,5.1,10.1&10.9,42.1&43.1
CCn1c(CNc2ccc(F)cc2)nnc1SCC(=O)OC1CCCCC1,9.7,-0.3,30.9,4.8,12.9,6.0,2.1,9.9,-22.4
COc1ccccc1/C=N\Nc1cn[nH]c(=O)c1Cl,-0.1,2.7,-55.2,-6.1,-6.1,2.5,61.1*,12.5,24.9
Cc1ccc2cn[nH]c2c1N,-0.8,-0.1,-4.7,-10.4,6.0,7.0,-2.4,2.9,-10.8
CCN(CC)CCN1C(=O)C(=O)/C(=C(/O)c2ccc3c(c2)CC(C)O3)C1c1ccc(OC)cc1 (stereo not drawn),-11.3,1.9,-35.9,-2.0,-5.2,-6.4,-7.1,13.7,15.8
COc1cc(/C=N/Nc2nncn2N)ccc1OCc1c(C)no[n+]1[O-],11.0,-0.7,-11.7,-4.2,16.0,-4.5,-3.1,14.4,-26.8
FC(F)(F)c1nnc2ccc(Cl)nn12,-2.4,-2.3,4.8,-6.6,13.9,4.2,17.3,6.8,22.6
COc1ccc(C[C@H]2CN3C(=NC[C@@H]3Cc3ccccc3)N2C[C@H](C)NC(=O)CCC2CCCCC2)cc1,-4.3,1.0,23.8,9.0,24.7,3.9,17.9,9.8,9.4
CCN(CC)CCCNC1CCS(=O)(=O)C1 (stereo not drawn),1.7,0.0,-8.2,3.9[fluorescence artefact?],8.3,-2.9[fluorescence artefact?],0.4,5.2,7.7
CC(C)c1ccc(C(=O)N(c2ccccn2)C(C)c2ccco2)cc1 (stereo not drawn),1.0,0.2,-2.7,1.9,8.6,4.4,0.2,8.2,7.1
NC(=O)NOCc1ccccc1F,nt,0.9,-0.7,11.7,22.6,-2.1,-16.3,7.6,5.9
Cn1ncc([N+](=O)[O-])c1C(=O)n1nnc2ccccc21,4.5,0.6,2.7,-4.2,0.0,-1.4,-10.2,6.2,9.4
C/C(=N\N=C1\NC(=O)CC(C(=O)O)S1)c1cccs1 (stereo not drawn),13.2,0.2,-47.4,14.5[fluorescence artefact?],2.6,10.8,-0.9,3.4,7.5
Cc1ccc(-n2ncc3c(=O)n(CC(=O)N4CCN(c5ccccc5)CC4)cnc32)cc1C,16.0,3.5,-6.3,-8.5,1.1,-1.6,-12.4,7.6,8.8
Cc1ccc(CNC(=O)Cn2cc(C(F)(F)F)ccc2=O)cc1,3.7,-0.1,10.0,-22.3,14.7,-10.7,7.9,5.4,24.3
O=c1[nH]c(C2C3CC4CC(C3)CC2C4)nc2ccccc12 (stereo not drawn),-5.7,0.6,5.3,-2.6,-4.4,14.5,4.1,4.8&6.6,-14.2&8.9
Cc1nnc(C)c2c(C)n(-c3ccccc3N)c(C)c12,-11.7,-2.1,5.8,-14.0,1.4,2.2,12.6,9.8,20.3
CCOC(=O)C1=C(N)N2C(=O)C(C)SC2=C(C(=O)OCC)C1c1ccc(O)cc1 (stereo not drawn),nt,0.4,-17.7,-0.6,0.6,-0.2,5.5,8.4,10.9
NS(=O)(=O)c1ccc(Nc2nc(-c3ccc(O)cc3O)cs2)cc1,nt,0.8,-31.6,3.0[fluorescence artefact?],-4.6,-4.0[fluorescence artefact?],33.3,30.8,-0.8
O=C(CSc1nnc(CNc2ccc(F)cc2)n1Cc1ccco1)NC1CC1,-10.0,1.0,-2.4,1.2,-10.5,1.6,-0.5,7.5&25.9,-1.3&-3.8
CCOC(=O)c1nc(C)n(-c2cc(Cl)cc(Cl)c2)n1,3.1,-0.1,7.5,6.6,-13.6,4.5,-1.0,6.4,15.7
CCc1c(C(=O)Nc2cc(C)ccc2OC)[nH]c(C)c1C(C)=O,-1.4,0.2,-3.4,-4.5[fluorescence artefact?],-110.4,-16.4,0.5,7.1,14.7
CCOc1ccc(N2C(=O)c3cccnc3C2Nc2ccc(F)cc2)cc1 (stereo not drawn),4.0,0.9,-8.6,-5.6,-9.2,-3.1,1.3,4.2,5.0
COc1cc(NC(=O)c2cc3c(C)nc4ccccc4c3o2)cc(OC)c1OC,-1.1,1.3,-36.0,14.2,-157.1,-4.3,-1.9,10.1,-59.1
O=C(O)c1cccc(NC(=S)N/N=C/c2cccc(O)c2)c1,11.6,1.4,-14.0,-0.5,15.4,-5.0,21.1,4.8,-26.2
CCCCNC(=S)N1CCN(C)CC1,nt,1.1,-2.9,40.0,-7.5,1.7,14.9,6.3,3.9
CCOC(=O)CC1=C(C#N)C(c2cccnc2)C(C(=O)OCC)=C(N)O1 (stereo not drawn),-0.5,1.9,-3.6,-5.1,-13.5,-3.2[fluorescence artefact?],-1.4,13.2,15.2
CC(=O)NS(=O)(=O)c1ccc(NC(=O)c2ccc(-n3nc(C)cc3C)cc2)cc1,-0.8,4.9,-2.0,-1.1,6.7,0.3,-0.8,10.6,18.8
CCOC(=O)N1CCN(C(=O)Nc2ccccc2Cl)CC1,-2.5,0.2,6.0,-15.9,3.6,5.2,0.1,15.2,28.8
Cc1cc(NC(=O)Cn2ccc([N+](=O)[O-])n2)no1,11.0,0.2,2.4,-2.4,9.1,0.7,-12.3,3.2,-0.1
Cc1ccc(-n2c(SCC(=O)NCCN3C(=O)CSC3=O)nnc2-c2ccccc2)cc1C,-18.4,-0.8,-3.6,-1.0[fluorescence artefact?],15.8,1.6[fluorescence artefact?],-1.0,4.3,26.5
COC(=O)c1ccc(CSc2nc3cc(Cl)ccc3o2)cc1,-14.9,0.8,-5.1,5.3,-24.5,2.1,0.6,13.7,-38.6
CCc1ccc(CN(C(=O)c2cc3ccccc3oc2=O)C2CCS(=O)(=O)C2)cc1 (stereo not drawn),-0.1,-0.2,-8.6,1.3[fluorescence artefact?],7.7,-0.5[fluorescence artefact?],0.9,4.8,-9.7
Cc1ccc(/C=C/C(=O)N2CCC(Cc3ccccc3)CC2)cc1,-2.5,0.3,38.3,-10.3,27.9,1.6,1.5,10.9,-67.5
O=C(O)c1ccccc1C(=O)Nc1cccc([N+](=O)[O-])c1,-3.4,0.9,-6.5,-0.2,-22.7,0.2,5.3,13.0,4.3
c1ccc(CSc2ccc(-c3ccc4c(c3)OCO4)nn2)cc1,-3.8,0.1,4.5,-1.1,10.2,2.6,0.0,3.7,17.6
COc1ccc(OC)c(-c2cc(-c3cccnc3)nc(N)c2C#N)c1,10.7,0.7,-33.3,-0.6,10.7,-4.8,-0.6,9.3,-10.8
CCCNC(=O)N1CCC(C(=O)c2cccc(F)c2)CC1,-3.0,0.0,-1.0,-6.7[fluorescence artefact?],-39.8,9.1,0.1,16.3,17.3
Cc1cc(N2CCN(c3cccc(C)c3C)CC2)nc(-c2ccccc2)n1,-1.2,-1.4,-15.0,8.5,-7.4,-1.6,6.5,9.8,25.5
CCCN(CCC)CCNC(=O)CS(=O)Cc1nc(-c2ccc(C)cc2)oc1C (stereo not drawn),-36.5,3.5,-5.1,1.0[fluorescence artefact?],-38.3,5.9[fluorescence artefact?],-0.1,2.6,-7.2

# Entries of single compounds, quoted from the list. Screens in order: Rad51 HR inh | zVAD death inh | Tb hexokinase | 14-3-3 Bad PPI | m-calpain inh | eIF4E-4G inh | Hck-Nef inh | PGE2 EP2 inh | EP2 mod
# `CCc1ccc(CN(C(=O)c2cc3ccccc3oc2=O)C2CCS(=O)(=O)C2)cc1` (stereo not drawn) across the screens: -0.1 | -0.2 | -8.6 | 1.3[fluorescence artefact?] | 7.7 | -0.5[fluorescence artefact?] | 0.9 | 4.8 | -9.7
# `CCCNC(=O)N1CCC(C(=O)c2cccc(F)c2)CC1` across the screens: -3.0 | 0.0 | -1.0 | -6.7[fluorescence artefact?] | -39.8 | 9.1 | 0.1 | 16.3 | 17.3

# Carrying on.
SMILES,Rad51 HR inh,zVAD death inh,Tb hexokinase,14-3-3 Bad PPI,m-calpain inh,eIF4E-4G inh,Hck-Nef inh,PGE2 EP2 inh,EP2 mod
CN(C)Cc1ccc(O)c(CCc2ccccc2)n1,8.3,-0.6,-3.1,27.2[fluorescence artefact?],-14.2,0.8[fluorescence artefact?],0.8,11.2,17.5
O=C(/C=C/c1ccc(Cl)cc1Cl)n1cccn1,1.0,-0.1,-2.6,7.7,13.9,-6.6,0.2,23.9,28.8
CCOC(=O)CSc1c(-c2ccc(Cl)cc2)[nH]c2ccccc12,9.3,0.2,-2.1,-10.3[fluorescence artefact?],17.2,0.1,2.5,6.2,17.3
COc1ccc(NC(=O)c2c(C)nn(Cc3ccccc3)c2Cl)cc1S(=O)(=O)N1CCOCC1,-6.6,-0.5,2.1,6.0,12.6,1.4,-24.8,1.6,-32.3
COC(=O)c1ccccc1NC(=O)C1CC(=O)N(c2ccc(OC)cc2)C1 (stereo not drawn),15.5,2.0,0.5,1.6,5.0,-2.0,-26.5,6.3,-0.9
CCCC(=O)C1=C(O)C(C(=O)OC)C(C)(C)CC1=Nc1ccc(C)cc1 (stereo not drawn),0.8,5.9,-2.8,3.5,5.4,1.2,17.4,8.6,39.1
CCOCC(=O)N1CCc2ccccc21,16.5,-0.9,-2.4,-4.7,14.2,0.2,2.3,12.0,11.9
C=CCN=C(NC#N)SC,-2.8,-0.6,-4.8,-3.7,25.3,6.7,-4.9,10.4,-2.0
CC1CCCN(C(=O)Cc2cn(Cc3cccc(Cl)c3)c3ccccc23)C1 (stereo not drawn),11.3,0.4,43.3,-5.8,32.5,-1.8,6.4,7.2,39.7
COC(=O)c1c(NC(=O)CCc2ccc(C)o2)sc(C)c1C,-7.3,-0.2,-3.5,nt,13.6,nt,8.1,7.8,42.2

# Screening results as filed in PubChem BioAssay.
